# TDP1 cell CPT: qHTS for Inhibitors of human tyrosyl-DNA phosphodiesterase 1 (TDP1): qHTS in cells in presence of CPT. AID 686979, 2013. chicken DT40 Tdp1-/-;hTDP1 cells + 20 nM CPT, ATP luminescence, 48 h. 420,000 compounds, 12% hits. Potency, µM (doses to about 46.2 µM), inactives show at the highest dose activity change, negative = growth inhibition, hits mostly inhibitors; further: nearly all actives have a fitted effect of over 55% in size
#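 Cell growth measured by CellTiter-Glo luminescence after a minimum 48 h, 37 C compound exposure with 20 nM CPT in Tdp1-knockout DT40 cells stably expressing hTDP1, seeded 400/well; qHTS titration format.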
# KAT2A inh: qHTS Assay for Inhibitors of GCN5L2; 390,000 compounds, 0.21% hits; GCN5L2 HAT assay, ThioGlo1 CoA-SH fluorescence; Histone acetyltransferase KAT2A (Homo sapiens), Q92830; Potency, µM (doses to about 58.9 µM), inactives show at the top dose activity change, negative = inhibition, hits mostly inhibitors; AID 504327, 2011
# Target sequence (Q92830 whole entry, looked up): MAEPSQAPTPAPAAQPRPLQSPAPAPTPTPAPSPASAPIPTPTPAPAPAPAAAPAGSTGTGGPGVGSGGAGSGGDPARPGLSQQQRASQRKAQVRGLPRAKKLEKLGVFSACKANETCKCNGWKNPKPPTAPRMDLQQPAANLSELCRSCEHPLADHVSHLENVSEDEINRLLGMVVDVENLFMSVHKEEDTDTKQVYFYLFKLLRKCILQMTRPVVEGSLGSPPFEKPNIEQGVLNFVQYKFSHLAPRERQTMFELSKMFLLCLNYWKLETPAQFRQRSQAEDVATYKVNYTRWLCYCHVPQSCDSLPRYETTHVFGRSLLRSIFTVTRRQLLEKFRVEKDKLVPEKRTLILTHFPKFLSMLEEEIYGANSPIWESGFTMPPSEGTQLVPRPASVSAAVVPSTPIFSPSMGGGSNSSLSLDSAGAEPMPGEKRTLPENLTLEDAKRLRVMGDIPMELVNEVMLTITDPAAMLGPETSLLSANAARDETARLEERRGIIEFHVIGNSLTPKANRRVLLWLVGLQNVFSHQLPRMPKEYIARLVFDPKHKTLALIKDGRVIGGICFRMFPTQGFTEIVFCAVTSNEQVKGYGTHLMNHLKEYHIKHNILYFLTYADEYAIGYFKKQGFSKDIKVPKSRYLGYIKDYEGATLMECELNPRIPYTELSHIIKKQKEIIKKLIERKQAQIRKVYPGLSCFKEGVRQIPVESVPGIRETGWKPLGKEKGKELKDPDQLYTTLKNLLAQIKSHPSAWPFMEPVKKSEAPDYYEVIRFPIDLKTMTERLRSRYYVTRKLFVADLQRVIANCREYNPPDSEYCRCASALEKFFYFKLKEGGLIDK
#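 ThioGlo1-coupled HAT assay: 20nM GCN5L2, 70uM acetyl-CoA, 75uM H3(1-25) peptide, pH 7.5. Fluorescence read at 340/540nm at start and after 20 min at room temperature.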
# FEN1 inhibitor: qHTS Assay for the Inhibitors of Human Flap endonuclease 1 (FEN1); P39748; Recombinant FEN1 flap cleavage, fluorescence, 15 min; Potency, µM (top dose mostly 114 µM), for inactives: top-dose activity change, negative = inhibition, actives largely listed as inhibitors; 390,000 compounds, 0.35% hits; AID 588795, 2011; further: nearly all actives have a fitted effect of over 65% in size
#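 Concentration–response screening of FEN1 (10 nM): 15 min compound preincubation at room temperature, reaction started with 50 nM substrate and read at 0 and 15 min. Corrected, normalized data were fitted by a four-parameter Hill equation.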
# * = called active by the depositor; u = inconclusive; x = no result given; [ ] = remark or other dose. The call rests on the fitted dose curve; in most records, active means well fitted curve in the direction sought with a large enough effect; inconclusive means small, poorly fitted or top-dose-only effect, or another doubt; inactive means no such curve, though single readings can be large; an effect the other way counts as inactive or inconclusive. On the % scale 0 is the no-effect control and ±100 the full control effect; potency means the concentration at half of the fitted maximal effect. A portion of the library. The share of hits here may be higher or lower than overall.
SMILES | TDP1 cell CPT | KAT2A inh | FEN1 inhibitor
COc1cc(C(=O)OCC(=O)Nc2sccc2C(N)=O)cc(OC)c1OC | 4.6µM* | 0% | -7%
COc1ccc(CNC(=O)c2cc3c(=O)n4cccc(C)c4nc3n(CC3CCCO3)c2=N)cc1 (stereo unspecified) | u | 5% | 0%
Cc1cccc(CS(=O)(=O)Cc2ccc(C(=O)NCCCN3CCCC3)o2)c1 | -9% | -6% | 9%
O=C(c1ccc2ccccc2c1)N1CCCCC1 | -7% | -4% | 11%
Cc1ccc(CNC(=O)c2cn(C)c3ccc(S(=O)(=O)N(C)C4CCCCC4)cc3c2=O)cc1 | u | -9% | -13%
O=C(Cn1cc(S(=O)(=O)c2ccc(F)cc2)c(=O)c2cc3c(cc21)OCO3)Nc1ccccc1 | 3% | -2% | -5%
O=C(CN1C(=O)c2cccc([N+](=O)[O-])c2C1=O)NCc1ccccc1 | 13% | 17% | 12%
O=S(=O)(NCCNS(=O)(=O)c1cccs1)c1cccs1 | -1% | -13% | -3%
O=C(C1CCCN(S(=O)(=O)c2cccc3nsnc23)C1)N1CCCCCC1 (stereo unspecified) | -25% | -5% | -5%
Cc1ccccc1N1CC(C(=O)Nc2ccc(S(=O)(=O)NCC3CCCO3)cc2)CC1=O (stereo unspecified) | 2% | -2% | 4%
CC(=O)c1cccc(Nc2cc(C)nc3nc(-c4ccccc4C)nn23)c1 | u | -7% | 10%
CCCCn1c2nc3ccccc3nc2c2c(=O)n(CC(C)C)cnc21 | 1% | x | 20%
CCOc1ccc(C(=O)N2CCn3c2nc2ccccc23)cc1 | 3% | 0% | -1%
CCN(C(=O)COC(=O)CCCOc1ccccc1)c1c(N)n(Cc2ccccc2)c(=O)[nH]c1=O | -27% | 1% | 13%
COc1cc2[nH]c(=S)n(NC(=O)c3ccccc3)c(=O)c2cc1OC | -2% | 1% | -2%
CCOC(=O)/C(C#N)=C/c1cccn1-c1ccc(Cl)cc1 | -3% | -11% | 8%
CN(Cc1ccccc1)C(=O)c1[nH]cnc1C(=O)Nc1cccc(Cl)c1 | u | 0% | -13%
COC(=O)c1ccc(NC(=O)CCc2c(C)nn(-c3ccc(N4CCCCC4)nn3)c2C)cc1 | 23µM* | -9% | 11%
COC(=O)c1cc(N=C(N)N=C(N)N)cc(C(=O)OC)c1 | 36%[activator] | -1% | 2%
COc1cccc(NC(=O)C2CCC(CNS(=O)(=O)c3ccc4c(c3)CCCC(=O)N4)CC2)c1 (stereo unspecified) | 12µM* | 0% | -1%
Cc1ccc(C)c(S(=O)(=O)Nc2ccc(C(=O)NCC(c3ccco3)N3CCCCC3)cc2)c1 (stereo unspecified) | -28% | -4% | 11%
CC(C)NC(=O)N1CCC2(CC1)CCN(C(=O)c1cnccn1)CC2 | -2% | -3% | x
NC(=O)CC(NC(=O)Cc1cccc2ccccc12)c1ccc(N2CCCCCCC2)c([N+](=O)[O-])c1 (stereo unspecified) | u | 2% | -6%
Cc1cc(=O)[nH]c(SCc2cccc3cccnc23)n1 | -2% | -2% | 3%
CCOc1ccc(-n2cc(-c3ccc(OC)c(OC)c3)[nH]c2=S)cc1 | -107% | -12% | -6%
O=C(c1ccccc1)c1ccc(C(=O)N2CCCC(C(F)(F)F)C2)cc1 (stereo unspecified) | u | -15% | 6%
COc1ccc2cc(C#N)c(N3CCOCC3)nc2c1 | u | -3% | 8%
O=C(Nc1ccc2ccccc2c1)c1cnccn1 | -17% | -20% | -5%
O=C(OCC#CCSc1nnc(-c2ccc(Br)cc2)o1)c1cccs1 | u | -7% | -14%
O=C(CSc1nc(=O)n2cc(Cl)ccc2n1)NCCc1ccccc1 | -12% | u | 9%
Cc1c(C(=O)N(CCO)Cc2ccccc2)oc2c(F)cccc12 | u | -2% | 2%
Cc1ccc(OCCN2CCOCC2)cc1C | -5% | 4% | 2%
O=C(CCN=C1NS(=O)(=O)c2ccccc21)OCc1cccc(Cl)c1 | -10% | -4% | -4%
Cc1cc(C2(c3ccc(O)c(C)c3)OC(=O)c3ccccc32)ccc1O | -30% | -11% | -14%
CCOC(=O)c1ccc2nc(NC(C)=O)sc2c1 | -25% | -11% | 15%
COc1ccc(CCn2c(=O)c3cccnc3n(Cc3cccc([N+](=O)[O-])c3)c2=O)cc1OC | -22% | -5% | -8%
CC(C)(C)OC(=O)N1CCC(c2c(C(=O)NCc3ccc4c(c3)OCO4)cnn2-c2ccc(F)cc2F)CC1 | u | 13% | -7%
Cc1ccc(N2CCN(c3cc(C)nc4c(-c5ccc(Cl)cc5)c(C)nn34)CC2C)cc1 (stereo unspecified) | 11% | 1% | -12%
N#Cc1cccc(C(=O)Nc2ccccc2C(=O)NC2CC2)c1 | -3% | -8% | 4%
O=S(=O)(N/N=C\c1ccc(-c2ccccc2Cl)o1)c1ccccc1 | 11µM* | -13% | 7%
Cc1ccc2[nH]c(=O)c(CN(CC3CCCO3)C(=S)Nc3ccccc3)cc2c1 (stereo unspecified) | 13µM* | -4% | -18%
COc1ccccc1N(C)S(=O)(=O)c1ccc(C(=O)OCC(=O)N2CCC2)cc1 | u | -5% | -2%
CCN(CC)c1ccc(C(=O)N2CCN(Cc3ccccc3)CC2)cc1 | u | -4% | -3%
COc1cc2nc(N3CCCN(C)CC3)nc(NC3CCN(C)C3)c2cc1OC (stereo unspecified) | 13µM* | x | u
COc1ccc(C(=O)NCc2nnc(SCC(=O)Nc3cccc(F)c3)o2)cc1 | 5% | -13% | 2%
CC(C)CC(NC(=O)C(CC(C)C)NC(=O)OC(C)(C)C)C(=O)O (stereo unspecified) | 19% | -13% | -1%
C=CCn1c(SCC(=O)N2CCc3ccccc3C2)nc2sc(C)cc2c1=O | u | -11% | -20%
O=C1C=C(c2cc3ccccc3s2)C[C@@H](c2ccc(Cl)cc2)C1 | 9.2µM* | -7% | -14%
CCCC1Cc2nc(N3CCCCC3)c(C#N)cc2CO1 (stereo unspecified) | -27% | 6% | 7%
COC(=O)C[N+](C)(C)CC#Cc1ccccc1 | 1% | 0% | 3%
CN(C)Cc1c(C(=O)N/N=C/c2ccoc2)nnn1-c1nonc1N | -5% | -11% | 13%
COc1cc(/C=C/C(=O)OCC(=O)c2ccc3c(c2)NC(=O)CO3)ccc1OC(F)F | u | -2% | -4%
CCC1CCCCN1Cc1ccc(CNS(=O)(=O)c2ccc3c(c2)oc(=O)n3C)o1 (stereo unspecified) | -9% | -3% | -2%
Cc1cccc(Nc2c3c(nc4ccccc24)CCC3)c1 | 15µM* | 0% | -2%
Cc1ccnc2cc(Cl)cc(Cl)c12 | -15% | x | 13%
COc1cc(OC)c(/C=C/c2ccc3ccccc3n2)c(OC)c1 | 0.1µM* | x | u
Nc1nccnc1C(=O)OCC(=O)NCCc1ccc(S(N)(=O)=O)cc1 | -3% | -8% | -3%
CCOC(=O)c1c(C)[nH]c(C(=O)N2CCN(c3ccc(OC)cc3)CC2)c1C | -5% | 1% | -1%
O=C(/C=C/c1cccc([N+](=O)[O-])c1)NCCSCc1ccccc1Cl | -8% | -4% | -19%
CC(C)(C)c1ccc(NC(=O)c2c(F)cccc2Cl)cc1 | 10µM* | -1% | -6%

# (list continues)
SMILES | TDP1 cell CPT | KAT2A inh | FEN1 inhibitor
OCCC1CN(Cc2ccc(-c3ccco3)cc2)CCN1Cc1ccsc1 (stereo unspecified) | u | u | -16%
O=C(COc1ccc(Br)cc1)NC(=S)Nc1ccccc1N1CCOCC1 | -6% | -20% | -1%
O=C1Nc2ccccc2/C1=C/c1ccnc2ccccc12 | u | 0% | -18%
COc1ccc(C(=O)Nc2n[nH]c(-c3ccncc3)n2)cc1 | -24% | -3% | -16%
CCCCCCn1c(C(C)O)nc2ccccc21 (stereo unspecified) | u | -27% | -6%
Cc1[nH][nH]c(=O)c1C(c1ccc(-c2ccc(F)cc2)o1)c1c(C)[nH][nH]c1=O | u | -4% | 0%
CCOc1cc(N2CCOCC2)c(OCC)cc1NC(=O)CSc1ncccc1C(=O)O | u | -6% | 1%
COCCCNC(=O)CCCN1C(=O)CCn2nc(-c3cccn3C)cc21 | -13% | -2% | 2%
N#CC1=C(SCC(=O)Nc2ccccc2)NC(=O)CC1c1ccco1 (stereo unspecified) | 7.3µM* | x | 1%
CCCCN(CCCNC(=O)c1cc(Nc2ccc(OC)cc2)nc2ccccc12)Cc1ccccc1 | 21µM* | -5% | -9%
CC(=O)c1cccc(NC(=O)COC(=O)C2CCCN2C(=O)c2cccs2)c1 (stereo unspecified) | -3% | 0% | -3%
COc1ccc(-c2noc(CSc3nc(N)cc(=O)[nH]3)n2)cc1OC | u | 1% | -15%
COc1cc2c(cc1OC)/C(=C/c1ccc(Cl)cc1)C(=O)OC2 | u | -12% | -21%
CCN(CC)c1ccc(NC(=O)c2cc(OC)cc(OC)c2)c(C)c1 | 1.3µM* | -4% | -12%
COc1ccc([N+](=O)[O-])cc1N1C(=O)c2cccc3cccc(c23)C1=O | 5% | -3% | 1%
Cc1nc(-c2ccc(C#N)cc2)cs1 | -24% | 0% | -1%
Cc1ccc(S(=O)(=O)c2nc(-c3ccccc3)oc2N2CCCCCC2)cc1 | 23µM* | -17% | -2%
Cc1c(C(=O)O)sc2nc(/C=C/c3cccc(F)c3)[nH]c(=O)c12 | -28% | 5% | u
CC(=O)Nc1ccc(NC(=S)NC(=O)c2oc3ccccc3c2C)cc1 | -14% | 0% | -1%
O=C(NCc1ccccc1)c1ccc2nnsc2c1 | -16% | 1% | -2%
COc1ccc(CC(=O)N2CCCc3ccccc32)cc1OC | -26% | 0% | 4%
Cc1cc(C)c2nc(N)sc2c1 | -20% | -3% | 1%
CCOC(=O)c1c(S(=O)(=O)Nc2ccc(CN3CCC(C)CC3)cc2)c(C)n(C)c1C | -29% | 0% | -3%
CC1CCc2c(sc(NC(=O)c3ccco3)c2C(=O)O)C1 (stereo unspecified) | u | -8% | -5%
Cc1nc2ccccn2c(=O)c1NC(=O)c1ccccc1Cl | -8% | -1% | 0%
Cc1ccc(-n2nnnc2SCC(=O)NC(C(=O)O)(c2ccccc2)c2ccccc2)cc1C | 5% | -4% | -4%
Cc1ccc(/C=N/NC(=O)c2sccc2OCc2ccc(F)cc2)cc1 | 16µM* | -8% | -6%
Cc1ccc(Cl)cc1NC(=O)C(Cc1ccccc1)N1C(=O)C2C3CCC(C3)C2C1=O (stereo unspecified) | u | -7% | -9%
CCCN(CCC)CC(O)Cn1cc(/C=C/C(=O)c2cccs2)c2ccccc21 (stereo unspecified) | 18µM* | 20% | -20%
COc1ccc(/C=N/NC(=O)c2cccnc2)cc1CN1CCOCC1 | 11% | -5% | 0%
Cc1ccc(NC(=O)c2c3c(nc4ccccc24)CCC3)cc1S(=O)(=O)N(C)C | 16µM* | -24% | -6%
CCCCN(C(=O)CCNC(=O)NC12CC3CC(CC(C3)C1)C2)c1c(N)n(CCC)c(=O)[nH]c1=O | 1% | -8% | 10%
O=C(Nc1ncc2c(n1)-c1ccccc1CC2)c1ccc(Cl)cc1 | -18% | -6% | -18%
CCn1c(C)nc2cc(C(=O)NNC(=S)Nc3ccc(Cl)cc3)ccc21 | -1% | -9% | -15%
CCOC(=O)c1cc(-c2ccc(F)cc2)n(CC(=O)NC2CCCCC2)c1C | -26% | 1% | 1%
Cc1ccc2nc(SCC(=O)Nc3nonc3C)[nH]c2c1 | -1% | -1% | 4%
CCc1ccccc1Nc1nn2c(=O)c3ccc(C(=O)NCc4ccccc4Cl)cc3nc2s1 | u | -18% | 12%

# Exported with values under each structure: 4 of the compounds above.
# Every second line gives: TDP1 cell CPT	KAT2A inh	FEN1 inhibitor
COc1ccc(/C=N/NC(=O)c2cccnc2)cc1CN1CCOCC1
→ 11%	-5%	0%
Cc1ccc(NC(=O)c2c3c(nc4ccccc24)CCC3)cc1S(=O)(=O)N(C)C
→ 16µM*	-24%	-6%
CCCCN(C(=O)CCNC(=O)NC12CC3CC(CC(C3)C1)C2)c1c(N)n(CCC)c(=O)[nH]c1=O
→ 1%	-8%	10%
O=C(Nc1ncc2c(n1)-c1ccccc1CC2)c1ccc(Cl)cc1
→ -18%	-6%	-18%

# Exported with two lines to a compound: entries from further up.
# Values run as follows: TDP1 cell CPT	KAT2A inh	FEN1 inhibitor
Cc1ccc(/C=N/NC(=O)c2sccc2OCc2ccc(F)cc2)cc1
    16µM*	-8%	-6%
CCOC(=O)c1c(S(=O)(=O)Nc2ccc(CN3CCC(C)CC3)cc2)c(C)n(C)c1C
    -29%	0%	-3%
COc1ccc(CC(=O)N2CCCc3ccccc32)cc1OC
    -26%	0%	4%
CCc1ccccc1Nc1nn2c(=O)c3ccc(C(=O)NCc4ccccc4Cl)cc3nc2s1
    u	-18%	12%
